# Screening data deposited in PubChem BioAssay by several laboratories.
# NadD inh – inhibitors of S. aureus NadD, primary screen, biochemical, colorimetric, uHTS; Nicotinate-nucleotide adenylyltransferase NadD (Staphylococcus aureus N315); purified NadD enzyme, colorimetric absorbance read-out; inhibition, % at 20 µM; 0.78% of 360,000 active; AID 602399, 2012; in the data active = inhibition above about 26%; also: some compounds past the cut are filed as inactive
# CSN inh – inhibitors of CSN-mediated cullin deneddylation, primary screen, biochemical, fluorescence polarization, uHTS; inhibition, % at 12.5 µM; 0.38% of 360,000 active; COP9 signalosome complex subunit 5 (Homo sapiens), Q92905; Purified CSN, SCF-Nedd8-OG deneddylation;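 active = pattern-corrected inhibition above about 35%, with an unprinted fluorescence ratio check between 0.5 and 1.5, limit read from the data, passing the limit was not always enough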;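 also: 0% = enzyme with substrate and 100% = substrate without enzyme; some results filed as inactive read as strong as hits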
#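 Assay system: Purified human Csn5 enzyme expressed in HEK293T cells | Amount: Enzyme 0.24 nM | Measured by: Fluorescence polarization readout | Medium: Tris/NaCl/DTT buffer, pH 7.5 | Compound dosing: One concentration, 12.5 µM, 0.25% DMSO | Times: 90 min incubation of compound, enzyme and substrate at room temperature | Control set: no-enzyme wells high, enzyme-with-substrate wells low | Read-out: % inhibition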
# Tb MetRS inh – T. brucei MetRS inhibitors, primary screen, biochemical, luminescence; purified T. brucei MetRS, ATP depletion, Kinase-Glo luminescence; inhibition, % at 11.9 µM; 0.4% of 360,000 active; AID 624268, 2012;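 active = inhibition above a per-plate cutoff of the control wells' mean inhibition plus 3 SD, cut at about 5.5% in these data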;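 also: 0% = DMSO wells median and 100% = median of wells with control inhibitor compound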
#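 technique = Kinase-Glo luminescence, ATP depletion format | system = purified MetRS (methionyl-tRNA synthetase) enzyme from Trypanosoma brucei | timing = 15 min preincubation, 2 h reaction, all 25 °C | evaluation = percent inhibition versus plate control medians | dosing = single dose, 11.9 µM final nominal, 0.9% final DMSO | also added = substrates ATP, L-methionine and bulk Escherichia coli tRNA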
# LMPTP block – LMPTP phosphatase inhibitors, primary screen, biochemical, fluorescence intensity, uHTS; recombinant LMPTP-A, OMFP fluorogenic substrate; inhibition, % at 20 µM; AID 651560, 2012; 0.22% of 360,000 active;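 active = compounds that cut the enzyme signal by at least half of the control window in the single-dose screen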;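 also: plate controls were DMSO wells with enzyme plus substrate for no effect and substrate without enzyme for full effect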
#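 Test system – LMPTP-A enzyme · Amount – LMPTP-A at 0.625 nM final in the reaction · Buffer or medium – Bis-Tris pH 6.0, DTT, detergent · Reagent – OMFP 400 µM · Doses – single 20 µM dose · Schedule – reaction 50 min, room temperature, dark · Detection – fluorescence intensity of OMFP turnover product · Evaluation – percent inhibition versus substrate-only and uninhibited controls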
# SUMO1 PPI mod – modulators of SUMO1 protein-protein interactions, primary screen, biochemical, uHTS. Small ubiquitin-related modifier 1 (Homo sapiens), P63165. SUMO1 binding to a labelled peptide, TR-FRET, 1 h. inhibition, % at 20 µM. 0.33% of 360,000 active. AID 602429, 2012; in the data active = inhibition above about 37%
# DNMT1 inh – human DNMT1 methyltransferase inhibitors, primary screen, biochemical, molecular beacon, fluorescence, HinP1I cleavage, uHTS. DNA (cytosine-5)-methyltransferase 1 (Homo sapiens), P26358. inhibition (reported as % activation of signal), % at 10 µM. 0.83% of 360,000 active; in the data active = inhibition above about 50%
# Target sequence (P26358 504-1616 limits assumed): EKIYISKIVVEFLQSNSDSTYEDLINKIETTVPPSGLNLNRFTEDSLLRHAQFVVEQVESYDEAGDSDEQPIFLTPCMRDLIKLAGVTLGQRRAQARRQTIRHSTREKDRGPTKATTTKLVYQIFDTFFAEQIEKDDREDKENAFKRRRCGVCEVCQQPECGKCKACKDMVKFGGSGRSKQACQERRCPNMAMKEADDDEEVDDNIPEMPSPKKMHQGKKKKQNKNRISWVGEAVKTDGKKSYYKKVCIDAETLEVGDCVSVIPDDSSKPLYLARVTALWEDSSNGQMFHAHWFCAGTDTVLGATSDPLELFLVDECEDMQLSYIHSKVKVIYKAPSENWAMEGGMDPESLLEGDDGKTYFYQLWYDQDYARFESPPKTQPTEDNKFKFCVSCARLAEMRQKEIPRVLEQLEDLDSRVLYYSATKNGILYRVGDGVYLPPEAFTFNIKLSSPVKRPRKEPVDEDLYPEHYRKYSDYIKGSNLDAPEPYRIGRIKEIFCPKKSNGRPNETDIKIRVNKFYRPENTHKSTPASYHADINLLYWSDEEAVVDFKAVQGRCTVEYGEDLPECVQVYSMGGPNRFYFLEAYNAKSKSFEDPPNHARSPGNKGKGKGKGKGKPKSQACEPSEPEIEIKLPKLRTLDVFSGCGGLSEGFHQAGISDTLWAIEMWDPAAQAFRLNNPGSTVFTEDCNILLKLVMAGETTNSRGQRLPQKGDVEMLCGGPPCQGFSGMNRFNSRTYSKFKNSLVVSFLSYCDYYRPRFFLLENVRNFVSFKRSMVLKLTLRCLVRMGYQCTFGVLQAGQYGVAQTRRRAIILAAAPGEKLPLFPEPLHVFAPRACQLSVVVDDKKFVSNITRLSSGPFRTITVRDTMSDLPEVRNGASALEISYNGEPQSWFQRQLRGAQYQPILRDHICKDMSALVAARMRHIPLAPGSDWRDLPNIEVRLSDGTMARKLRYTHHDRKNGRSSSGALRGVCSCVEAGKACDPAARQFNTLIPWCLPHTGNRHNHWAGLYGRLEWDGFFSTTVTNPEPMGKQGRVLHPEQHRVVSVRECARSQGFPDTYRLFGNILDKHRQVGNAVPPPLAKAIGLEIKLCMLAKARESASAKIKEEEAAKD
# Scp1 inh – Scp-1 phosphatase inhibitors, primary screen, biochemical, colorimetric, uHTS; Carboxy-terminal domain RNA polymerase II polypeptide A small phosphatase 1 (Homo …; Recombinant Scp1, phosphopeptide, malachite green phosphate absorbance; inhibition, % at 20 µM; 0.88% of 340,000 active; AID 493091, 2011;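 active = inhibition above about 50% at 20 µM, limit read from the data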;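 also: plate controls were DMSO wells with enzyme for no effect and wells lacking enzyme for full effect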
#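 Times: enzyme reaction 45 min at room temperature, colour 5 min, stabilisation 30 min. Material: SCP-1 catalytic fragment, aa 76-261. Medium: Acidic Tris acetate buffer with magnesium and detergent. Signal: colorimetric free-phosphate detection, absorbance 630 nm. Read-out basis: % inhibition of SCP-1 phosphate liberation. Reagent: Phosphorylated 17-residue peptide substrate.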
# Rpn11 block – Rpn11 (PSMD14) deubiquitinase inhibitors, primary screen, biochemical, fluorescence polarization, uHTS | calls only at 20 µM | 0.59% of 360,000 active | human 26S proteasome, Ub4-pepOG fluorescence polarization; 20S core pre-blocked with epoxomicin | 26S proteasome non-ATPase regulatory subunit 14 (Homo sapiens), O00487;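 active = inhibition at 20 µM, scaled to each plate's controls, above about 33%, limit read from the data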
# STEP block – STEP phosphatase inhibitors, primary screen, biochemical, fluorescence intensity, uHTS; Tyrosine-protein phosphatase non-receptor type 5 (Homo sapiens), P54829; 0.25% of 360,000 active; inhibition, % at 20 µM; AID 588621, 2011; recombinant STEP, OMFP fluorogenic substrate;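 active = inhibition at 20 µM, scaled per plate between control wells, above about 37%, limit read from the data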;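 also: 0% = DMSO with enzyme and substrate and 100% = substrate only without enzyme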
#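 medium = Bis-Tris buffer pH 6.0, 2.5 mM DTT, 0.005% Tween 20 | test system = STEP (striatal-enriched tyrosine phosphatase) enzyme, cell-free | measure = normalized % inhibition | compound dosing = 20 µM, 1% DMSO | also added = 25 µM OMFP | schedule = reaction 20 min, ambient temperature | measured by = fluorescence read at 480 nm ex / 540 nm em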
# MsrA inhibitor – bovine MsrA enzyme inhibitors, primary screen, biochemical, absorbance, HTS; inhibition, % at 15.5 µM; purified bovine MsrA, absorbance read-out; AID 651718, 2012; Methionine sulfoxide reductase A (Bos taurus); 0.75% of 360,000 active; in the data active = inhibition above about 4.5%;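 also: 0% = vehicle wells with enzyme and 100% = reference inhibitor wells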
# Active calls of the source: *; i = inactive; · = not tested or not shown.
SMILES,NadD inh,CSN inh,Tb MetRS inh,LMPTP block,SUMO1 PPI mod,DNMT1 inh,Scp1 inh,Rpn11 block,STEP block,MsrA inhibitor
COc1ccc(CN2CCC2(C)C(=O)NCc2ccc3c(c2)OCO3)c2ccccc12 (centres undefined),0.4,1.9,-0.2,1.4,1.5,-10.8,·,i,0.6,-0.7
CC1(C(=O)NS(=O)(=O)c2ccccc2)CCN1C(=O)c1ccccc1CCc1ccccc1 (centres undefined),-5.2,7.3,-0.1,-1.4,2.8,0.1,·,i,2.1,0.1
CCOc1ccc(/C=C/C(=O)OCC(=O)NCCc2ccc(OCC)c(OCC)c2)cc1OC,-1.7,3.2,-0.3,-1.0,-17.3,0.4,-6.8,i,1.3,0.6
Cc1cccc(NC(=O)CSCC(=O)Nc2cc(Cl)ccc2N2CCOCC2)c1,-0.7,-1.6,-0.3,1.3,4.5,0.3,3.9,i,-1.0,0.2
O=C(CCNS(=O)(=O)c1cccc2nsnc12)NC1CCN(Cc2ccccc2)CC1,-4.1,1.3,0.2,0.1,-21.0,-0.5,-0.3,i,-3.7,1.4
COc1ccc2[nH]c3nc(SCC(=O)NC4CC4)nnc3c2c1,-17.5,1.2,0.1,-1.7,-17.6,2.2,8.1,i,-4.6,1.9
Cc1[nH]n(-c2ncc(-c3ccccc3)s2)c(=O)c1C(c1ccc(Br)cc1)C(C#N)C#N (centres undefined),23.2,1.9,-1.1,3.4,18.2,-0.9,-0.9,i,3.5,-0.2
Cc1ccc(OCC(=O)N2CCN(C(=O)c3ccncc3)CC2)cc1,-4.9,-10.6,-0.2,-0.1,3.9,2.5,-5.4,i,-2.3,-0.9
c1cc2c(cn1)cnc1cscc12,5.0,-1.2,-0.2,-2.6,-19.1,0.8,-1.1,i,0.6,0.7
CC1=C(C)CC2C(C1)C(=O)c1ccc(Br)cc1S2(=O)=O (centres undefined),-6.1,-5.5,-0.1,0.8,2.6,3.6,-6.5,i,1.7,-0.2
O=c1cc(-c2ccccc2)nc2n1Cc1ccccc1-2,-3.0,2.0,-0.1,-0.6,-4.5,0.0,-10.7,i,-2.2,0.3
Cc1cc(C)c2c(CN3CCN(C)CC3)cc(=O)oc2c1,-1.1,-1.0,-1.3,0.1,-0.1,6.5,-0.1,i,-2.8,1.4
Cc1[nH]n(-c2ccccc2)c(=S)c1C=Nc1cccc([N+](=O)[O-])c1,23.3,-2.7,-0.2,-0.8,-8.7,-3.3,87.0*,i,1.0,1.8
O=C(c1cccc([N+](=O)[O-])c1)N1CCN(c2cccc(Cl)c2)CC1,-9.7,-7.6,0.2,-1.5,-18.0,-1.2,-1.2,i,1.6,-0.3
Cn1c(=S)n(C)c2ccccc21,-11.5,-8.7,-0.1,1.2,3.2,-0.5,-14.2,i,6.3,0.0

# 2 successive records from above:
SMILES,NadD inh,CSN inh,Tb MetRS inh,LMPTP block,SUMO1 PPI mod,DNMT1 inh,Scp1 inh,Rpn11 block,STEP block,MsrA inhibitor
O=C(c1cccc([N+](=O)[O-])c1)N1CCN(c2cccc(Cl)c2)CC1,-9.7,-7.6,0.2,-1.5,-18.0,-1.2,-1.2,i,1.6,-0.3
Cn1c(=S)n(C)c2ccccc21,-11.5,-8.7,-0.1,1.2,3.2,-0.5,-14.2,i,6.3,0.0

# The results go on.
SMILES,NadD inh,CSN inh,Tb MetRS inh,LMPTP block,SUMO1 PPI mod,DNMT1 inh,Scp1 inh,Rpn11 block,STEP block,MsrA inhibitor
C=C(C)C1CC=C(C)/C(=N/NC(=O)C2CC2c2ccccc2)C1 (centres undefined),-3.9,2.2,-0.7,1.1,3.7,0.9,-3.3,i,1.7,-0.7
CCOC(=O)[C@H]1[C@H]2COc3cc(OC)ccc3[C@@H]2N2C(=O)c3cc(C)ccc3NC(=O)[C@@]12C,6.8,1.8,-0.2,-1.7,-1.2,-0.5,-0.2,i,-1.5,0.1
Cc1ccc(C(=O)CCC(=O)NNC(=O)c2ccccc2O)cc1,4.3,-3.8,-0.4,-0.9,2.9,1.2,-4.9,i,-1.6,-0.1
CCN(CC)C(=O)COc1ccc2c(c1)C(=O)CC(C)(C)O2,-8.0,2.9,-0.9,-1.5,-5.2,1.0,3.1,i,-2.2,0.1
N#Cc1c(-n2cccc2C=O)sc2c1CCCC2,-7.6,-0.1,-1.5,0.1,-3.6,-1.8,-3.1,i,0.9,11.2*
CC(OC(=O)c1ccc(NC(=O)CC#N)cc1)C(=O)NC(c1ccccc1)c1ccccc1 (centres undefined),24.8,6.1,0.3,0.1,0.3,-15.8,-2.7,i,2.8,-0.6
COc1cccc(/C=C/C(=O)c2ccc(NC3=NCCCS3)cc2)c1,-7.7,8.7,-1.3,1.0,0.1,2.7,0.4,i,2.5,0.8
Cc1ccc(CNS(=O)(=O)/C=C/c2ccc3c(c2)OCO3)cc1,-3.1,6.3,0.6,-0.4,-2.5,-0.7,-12.1,i,-3.2,-0.4
COc1ccccc1NC(=O)C(C)N(C)Cc1ccc(Cl)s1 (centres undefined),-12.5,1.3,0.2,3.0,19.5,1.0,-2.0,i,-2.6,-1.3
C=CCc1cccc(/C=N/NC(=O)C(C)Nc2cccc(C)c2)c1O (centres undefined),3.2,-8.8,1.6,2.8,0.9,-9.9,-15.2,i,-2.5,0.0
COc1ccc2c(c1)c(=O)oc1cc(OC(C(=O)O)c3ccccc3)ccc12 (centres undefined),-0.7,3.4,0.1,-0.1,16.1,6.9,15.3,i,7.7,2.3
COc1ccccc1NC(=O)c1c(Br)cnn1C,-4.6,1.4,-0.6,-0.2,2.3,3.0,-6.7,i,-2.1,0.8
N/C(=N\OC(=O)Nc1ccc(Cl)cc1)c1ncc(C(F)(F)F)cc1Cl,-5.5,-9.3,0.0,-0.9,0.4,-0.4,6.8,i,-3.6,-0.4
O=C(CCc1nnc(CCc2c[nH]c3ccccc23)o1)NC1CCC1,-8.0,4.1,-0.2,-1.5,-2.3,-0.8,-7.4,i,2.4,-1.6
COc1ccc(NC(=O)CN(C)CC(=O)Nc2ccc3c(c2)CCC3)cc1,-3.7,-7.7,0.0,1.5,1.0,1.9,1.6,i,1.5,-0.9
CC(=O)N1CCN(C(=O)c2cccc(S(=O)(=O)Nc3c(C)n(C)n(-c4ccccc4)c3=O)c2)CC1,-9.4,6.4,-0.6,-2.0,4.5,2.6,3.9,i,-1.8,-0.5
CCOC(=O)C1CCN(C(=O)Cc2c(C(=O)O)[nH]c3ccccc23)CC1,7.9,6.4,-0.3,0.3,0.0,1.4,-7.0,i,-0.9,0.4
CCCc1c(C)nc(N2CCN(c3ccc(F)cc3)CC2)[nH]c1=O,4.7,-1.9,-0.8,-0.9,-5.0,0.0,-0.6,i,-1.3,-0.1
Cc1noc(N)c1C(=O)Nc1ccc(C(C)(C)C)cc1,-1.9,0.5,-1.2,0.8,1.0,-0.6,-1.7,i,-1.1,0.7
O=C(CSc1ncnc2scc(-c3ccccc3)c12)NCc1ccc2c(c1)OCO2,-9.1,3.1,-0.4,4.5,-1.0,-2.8,-8.7,i,5.8,-0.2
Cc1cc(C)cc(C(=O)NC(CC(N)=O)c2ccc(NC3CCCCCCCCCCC3)c([N+](=O)[O-])c2)c1 (centres undefined),13.5,-2.3,-0.2,0.1,-5.9,-2.0,-8.6,i,3.0,-0.3
Fc1ccccc1CNCCC(Cc1ccccc1)c1ccc2c(c1)OCO2 (centres undefined),-9.5,0.1,0.3,-0.9,0.7,-0.1,8.2,i,1.9,-0.8
Cn1c2ccccc2c(=O)c2ccc(Cl)cc21,-0.9,-4.6,-0.2,-0.9,-22.6,20.0,·,i,1.6,0.5
Cc1cccc(CNC(=O)Cn2ccc3cc(S(=O)(=O)N4CCCCCC4)ccc32)c1,-6.0,-2.6,0.7,4.4,-4.7,-4.0,-6.8,i,0.1,-0.3
Cc1oc2c(C)c3oc(=O)c(CCC(=O)N4C[C@H]5C[C@@H](C4)c4cccc(=O)n4C5)c(C)c3cc2c1C,2.9,-1.6,-0.2,0.8,13.5,-1.3,23.0,i,-1.0,1.3
O=C(CCc1nc(-c2ccccc2)no1)NCc1ccco1,-3.9,0.0,-0.2,-0.6,2.6,-5.9,-13.9,i,0.3,-1.3
CCOc1ccc(-c2cc(C(=O)N3CCC(C)CC3)c3ccccc3n2)cc1,-0.4,5.3,0.3,2.9,-0.2,-2.2,-0.1,i,3.4,1.2
COc1ccc(N(C(=O)COc2ccc(F)cc2)S(=O)(=O)c2ccc(C)cc2)cc1,-7.9,-10.0,-0.6,2.1,0.3,-2.8,-14.1,i,-1.7,1.2
O=C(NCCN1CCc2ccccc2C1)C1CCN(S(=O)(=O)N2CCCCC2)CC1,1.1,-2.2,-1.7,-1.2,-3.9,1.0,7.3,i,3.4,0.3
CCOCCCNC(=O)C1CCN(C(=O)Nc2ccc(Cl)cc2)CC1,2.5,4.4,-0.4,2.5,0.4,2.9,-4.3,i,-2.2,0.9
O=C(CN(C(=O)CNC(=O)c1ccco1)c1ccc2c(c1)OCCO2)NC1CCCCC1,0.8,0.0,0.1,1.1,4.2,-0.3,-7.3,i,9.4,2.4
O=C(NCCS(=O)(=O)N1CCCCCC1)c1ccccc1,-3.2,-0.2,-0.5,1.0,-11.4,-2.9,-0.8,i,0.9,-0.1

# Outcome played no part in choosing rows; 3.9% or so of the library scored in one or more.
